GLD-1 TGE inh: GLD-1-TGE RNA interaction inhibition (C. elegans); Q17339; purified GLD-1 + fluorescein TGE RNA, fluorescence polarization; AID 2280; inhibition, % at 5.96 µM; actives 0.44% (n = 320,000);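 active = percent inhibition above a per-plate cutoff, the plate mean of test compounds plus 3 SD, cut at about 30% in these data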;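 also: 0% = DMSO wells with GLD-1 and probe and 100% = wells lacking GLD-1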
ZTA counter: blocks Epstein-Barr virus ZTA, an EBNA-1 counter-screen; AID 2234; actives 0.15% (n = 320,000); inhibition, % at 11 µM; ZTA-DNA binding, fluorescence polarization; P03206; in the data active = inhibition above about 33%
Target sequence (P03206 whole entry, looked up): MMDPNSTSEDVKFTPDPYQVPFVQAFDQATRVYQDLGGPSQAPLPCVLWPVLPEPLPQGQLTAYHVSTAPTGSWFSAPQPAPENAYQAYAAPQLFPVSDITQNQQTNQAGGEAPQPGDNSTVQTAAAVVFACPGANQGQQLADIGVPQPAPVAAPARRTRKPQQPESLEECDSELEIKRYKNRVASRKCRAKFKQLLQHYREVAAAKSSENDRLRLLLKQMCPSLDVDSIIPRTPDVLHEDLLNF
EBNA-1 inh: blocks EBNA-1 binding to DNA | EBNA-1 DNA binding, fluorescence polarization | inhibition, % at 14.8 µM | actives 0.34% (n = 300,000); in the data active = inhibition above about 28%
Fam108B counter: blocks mouse Fam108B hydrolase in RBBP9 counter-screen; actives 0.33% (n = 300,000); inhibition, % at 9.51 µM; recombinant Fam108B, FP-Rh probe fluorescence polarization; AID 1947;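 active = inhibition above the screen mean inhibition plus 3 SD, computed separately per campaign, cut at about 18% in these data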;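 also: inhibitors lower polarization as less probe binds the enzyme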
BCLXL inh: blocks human Bcl-xL binding to Bim BH3 peptide; Q07817; GST-Bcl-xL / FITC-Bim BH3 peptide fluorescence polarization; inhibition, % at 10.9 µM; actives 0.7% (n = 320,000); AID 2129;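 active = inhibition above the mean of all tested compounds plus 3 SD, cutoff set per campaign, cut at about 30% in these data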;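 also: 0% = DMSO wells and 100% = unlabeled Bim-BH3 peptide competitor; inhibitors lower millipolarization by displacing the labeled peptide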
Target sequence (Q07817 whole entry, looked up): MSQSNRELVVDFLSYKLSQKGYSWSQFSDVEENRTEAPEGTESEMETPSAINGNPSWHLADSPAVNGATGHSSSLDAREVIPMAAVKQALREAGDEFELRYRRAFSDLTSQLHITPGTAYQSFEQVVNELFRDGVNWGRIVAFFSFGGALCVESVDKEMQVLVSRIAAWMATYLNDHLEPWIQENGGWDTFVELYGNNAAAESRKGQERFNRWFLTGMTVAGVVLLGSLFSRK
CR mimetic SO: yeast age-related superoxide inhibition as caloric restriction mimetic. superoxide response (% of plate mean), % at 10 µM. AID 2690. S. cerevisiae aged cells, superoxide DHE fluorescence; active compounds read low. actives 0.18% (n = 330,000);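 active = superoxide response under a set limit, about three screen SD below normal, cut at about 65% in these data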;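 also: yeast aged for seven days with compound at 30 °C before DHE staining; 100% = average MFI of all compound-treated wells on the plate with controls excluded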
MEX-5 binding: C. elegans MEX-5 TCR-2 RNA binding activity. Q9XUB2. MEX-5/FITC-TCR2 RNA binding, fluorescence polarization; active compounds read low. activity score (negative = inhibition of binding), % at 10 µM. actives 0.38% (n = 300,000);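 active = inhibition past about -25% in most replicates, and total fluorescence under double the plate's negative control median, limit read from the data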;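 also: 0% = DMSO and -100% = 5 µM competing unlabeled TCR2 RNA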
MCL1-BIM inh: MCL1-BIM-BH3 interaction inhibition (human) | Q07820 | GST-MCL1 / FITC-Bim-BH3 fluorescence polarization | inhibition, % at 10.9 µM | actives 0.68% (n = 320,000);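 active = inhibition above the mean inhibition of all tested compounds plus 3 SD, set per campaign, cut at about 40% in these data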;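 also: 0% = DMSO wells and 100% = unlabeled Bim-BH3 peptide control; higher means more loss of mP so more displacement of Bim peptide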
Target sequence (Q07820 whole entry, looked up): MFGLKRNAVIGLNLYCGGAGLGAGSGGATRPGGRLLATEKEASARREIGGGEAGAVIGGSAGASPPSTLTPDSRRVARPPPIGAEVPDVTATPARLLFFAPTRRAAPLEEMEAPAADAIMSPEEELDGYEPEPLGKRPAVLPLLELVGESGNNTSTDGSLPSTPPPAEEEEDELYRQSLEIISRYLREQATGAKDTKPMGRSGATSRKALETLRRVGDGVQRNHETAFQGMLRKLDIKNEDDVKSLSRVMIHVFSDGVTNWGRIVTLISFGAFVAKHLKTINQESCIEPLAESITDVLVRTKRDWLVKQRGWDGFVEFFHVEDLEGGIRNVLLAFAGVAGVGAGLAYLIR
Efflux pump mplx: blocks antifungal efflux pumps in multiplex yeast assay; S. cerevisiae Candida pump triplex, Nile Red efflux; inhibition, % at 10 µM; actives 0.44% (n = 330,000); AID 485275;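 active = plate passing quality check with inhibition over a set limit, or well fluorescence over plate mean plus 4 SD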;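 also: Nile Red retained in pooled yeast measured as flow cytometry median fluorescence; 0% = buffer negative control and 100% = Enniatin B positive control; higher means more Nile Red kept so more efflux inhibition; some compounds called inactive have numbers as strong as hits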
* hit, by the source's call; . = no result given.

Short forms – A = GLD-1 TGE inh; B = ZTA counter; C = EBNA-1 inh; D = Fam108B counter; E = BCLXL inh; F = CR mimetic SO; G = MEX-5 binding; H = MCL1-BIM inh; I = Efflux pump mplx
Clc1ccc(CNc2ccccn2)cc1
  A = -1; B = -15; C = -7; D = -1; E = 1; F = 112; G = -2.0; H = -3; I = 0.0
COc1ccc(NC(=O)CSc2nnc(Cc3cccn3C)n2CCc2ccccc2)c(OC)c1
  A = -4; B = -11; C = -2; D = -2; E = 2; F = 96; G = .; H = -7; I = 6.7*
Cc1nn(-c2ccccc2)c(C)c1C(=O)OCC(=O)N1CCN(S(=O)(=O)c2ccccc2)CC1
  A = 7; B = -7; C = -12; D = -3; E = 3; F = 104; G = 1.1; H = 2; I = 0.2
COC(=O)CSc1ccc(C#N)c(SCC(=O)OC)c1
  A = 4; B = 1; C = -4; D = 6; E = 3; F = 92; G = -1.7; H = 3; I = 0.2
CCOC(=O)c1ccccc1NC(=O)Cn1c(=O)n(Cc2ccccc2)c(=O)c2c(C)c(C)sc21
  A = 4; B = 18; C = -2; D = -1; E = 7; F = 102; G = 0.4; H = 6; I = 0.2
CCCC(=O)Nc1nnc(Cc2ccccc2)s1
  A = 3; B = -6; C = 7; D = 2; E = 1; F = 70; G = .; H = -1; I = -0.2
O=C(c1ccccc1)c1n[nH]c(-c2ccccc2)cc1=O
  A = -1; B = 10; C = 2; D = 1; E = 5; F = 106; G = 1.7; H = 9; I = 0.2
O=C(NCc1ccco1)C1CCN(C(=O)c2ccc([N+](=O)[O-])cc2)CC1
  A = 0; B = -7; C = -22; D = 0; E = 4; F = 88; G = 0.2; H = 0; I = -0.2
CCN(CC)CCN1C(=O)C(O)=C(C(=O)c2cc3cccc(OC)c3o2)C1c1ccc(F)cc1 (stereo not drawn)
  A = 6; B = 1; C = -15; D = -1; E = 6; F = 108; G = -4.8; H = 9; I = 0.1
Cc1ccccc1-n1nc2c(c1NC(=O)c1c(-c3ccccc3Cl)noc1C)CSC2
  A = -7; B = -3; C = 7; D = -3; E = 1; F = 88; G = .; H = -3; I = 0.1
Cc1cc(-c2nn(C)c(=O)c3ccccc23)ccc1CNC(=O)NC1CCCCC1
  A = 1; B = -13; C = -15; D = -2; E = 4; F = 98; G = 0.5; H = 3; I = -0.2
Cc1ccc(Cn2nnc3c(=O)n(Cc4ccccc4C)cnc32)cc1
  A = 1; B = -8; C = -10; D = 2; E = 8; F = 92; G = 0.2; H = 2; I = -0.1
Cc1nc(SCC(=O)NCc2ccccc2)c2oc3ccccc3c2n1
  A = 7; B = -10; C = -5; D = 2; E = -3; F = 85; G = 0.7; H = -1; I = -0.2
CC1=NOC2(C1)N(C)c1ccccc1C2(C)C (stereo not drawn)
  A = 10; B = 7; C = 1; D = 0; E = 5; F = 106; G = -2.6; H = 9; I = -0.1
CCC1CCCCN1CCCNC(=O)c1ccc(N2CCCC2=O)cc1 (stereo not drawn)
  A = 3; B = -7; C = 0; D = 0; E = 7; F = 90; G = -0.1; H = 7; I = 0.2
COc1nc(N)nc(NC(=O)c2cccs2)c1N=O
  A = -4; B = -25; C = 1; D = -1; E = 8; F = 79; G = 0.7; H = 12; I = 0.1
O=C(NCc1ccccn1)c1ccc(Cn2cc(Br)cn2)o1
  A = 9; B = 4; C = 1; D = 2; E = 2; F = 81; G = -0.5; H = 8; I = -0.1
COc1ccc(OCc2cc(C(=O)N(C)Cc3nnc(C)o3)no2)c(Cl)c1
  A = 5; B = 0; C = -2; D = 0; E = -1; F = 92; G = -2.7; H = -8; I = -0.1
C=CCOc1cccc(C(=O)NC(c2ccccc2)C(C)C)c1 (stereo not drawn)
  A = -9; B = -2; C = -16; D = 3; E = -3; F = 108; G = 1.3; H = -5; I = 0.3
COc1ccc(-c2oc3ccc(-c4ccc5c(c4)OCO5)cc3c2-c2ccc(OC)nc2)cc1
  A = 0; B = -14; C = -2; D = -1; E = -2; F = 104; G = -6.6; H = -3; I = -0.1
Cc1ccc(S(=O)(=O)NCCC(c2ccccc2)c2ccco2)cc1 (stereo not drawn)
  A = 5; B = 0; C = 4; D = -4; E = 0; F = 94; G = .; H = -1; I = 0.0
CCCNC(=S)N1CC2(C)CN(C(=O)C(=O)OCC)CC(C)(C1)C2=O
  A = 3; B = -9; C = 6; D = -4; E = 5; F = 107; G = 1.1; H = 19; I = 0.1
CCn1nnc2cc(C(=O)NCCc3ccccc3F)ccc21
  A = 1; B = -9; C = 7; D = 3; E = -3; F = 90; G = 1.2; H = 1; I = 0.0
CC(=O)c1ccc(S(=O)(=O)N2CCN(c3nc(-c4cccnc4)nc4ccccc34)CC2)cc1
  A = 6; B = 4; C = .; D = .; E = 1; F = 78; G = .; H = -4; I = 0.0
CN(C)c1ccc(/C=C2\CCCc3c2nc2ccccc2c3C(=O)O)cc1
  A = -2; B = 4; C = 5; D = 6; E = 13; F = 124; G = 2.6; H = 12; I = -0.1
COc1ccc(N2CC(C(=O)N[C@@H](C)C(=O)NC(C)c3ccccc3)CC2=O)cc1 (stereo partly drawn)
  A = 5; B = -4; C = 6; D = 1; E = -5; F = 113; G = 0.5; H = 0; I = -0.1
O=C(Nc1ccccc1OC(F)F)C1CC(=O)N(Cc2ccccc2)C1 (stereo not drawn)
  A = -3; B = -8; C = -7; D = 0; E = 4; F = 101; G = -0.8; H = 5; I = 0.1
CCOC(=O)c1[nH]c(CSc2nnc(-c3ccncc3)n2CCOC)c(C(=O)OCC)c1C
  A = 5; B = 11; C = -1; D = 2; E = -8; F = 112; G = 1.7; H = -9; I = 0.0
CCS(=O)c1scc(-c2ccc(Cl)cc2)c1C#N (stereo not drawn)
  A = 0; B = -12; C = -3; D = -2; E = 6; F = 104; G = -0.6; H = 2; I = -0.2
N/C(Cn1cncn1)=N\NC(=O)C(=O)Nc1ccccc1
  A = 0; B = 4; C = -3; D = -2; E = 3; F = 87; G = 0.4; H = 6; I = 0.1

Record cards (already shown).
Results for CCCNC(=S)N1CC2(C)CN(C(=O)C(=O)OCC)CC(C)(C1)C2=O : GLD-1 TGE inh: 3; ZTA counter: -9; EBNA-1 inh: 6; Fam108B counter: -4; BCLXL inh: 5; CR mimetic SO: 107; MEX-5 binding: 1.1; MCL1-BIM inh: 19; Efflux pump mplx: 0.1
Results for CN(C)c1ccc(/C=C2\CCCc3c2nc2ccccc2c3C(=O)O)cc1 : GLD-1 TGE inh: -2; ZTA counter: 4; EBNA-1 inh: 5; Fam108B counter: 6; BCLXL inh: 13; CR mimetic SO: 124; MEX-5 binding: 2.6; MCL1-BIM inh: 12; Efflux pump mplx: -0.1

(list continues)
Short forms – A = GLD-1 TGE inh; B = ZTA counter; C = EBNA-1 inh; D = Fam108B counter; E = BCLXL inh; F = CR mimetic SO; G = MEX-5 binding; H = MCL1-BIM inh; I = Efflux pump mplx
CN1C(=O)C2C=CC1C1C(=O)N(c3ccccc3)C(=O)C21 (stereo not drawn)
  A = 8; B = 7; C = 6; D = -2; E = 1; F = 99; G = -1.4; H = 2; I = -0.2
O=C1C2C3C=CC(C2C(=O)N1c1ccccc1O)C1C2C(=O)N(c4ccccc4O)C(=O)C2C31 (stereo not drawn)
  A = 7; B = 10; C = -9; D = 1; E = -3; F = 105; G = -3.3; H = -3; I = 0.0
O=C(NCc1ccccc1F)C1CCCN(S(=O)(=O)c2ccc(-n3cnnn3)cc2)C1 (stereo not drawn)
  A = 4; B = -3; C = -5; D = -3; E = 2; F = 102; G = -2.3; H = -5; I = 0.2
COc1ccc2c(c1)C(=O)/C(=C/C=C/c1ccccc1)CC2
  A = 3; B = 24; C = 0; D = -5; E = 7; F = 107; G = -0.4; H = 10; I = -0.1
COc1ccc(C(CNC(=O)c2ccc(S(=O)(=O)N(C)C)cc2)N2CCCC2)cc1 (stereo not drawn)
  A = -6; B = -8; C = -1; D = -3; E = 4; F = 108; G = 2.6; H = -5; I = 0.0
COCCn1c(SCC(=O)Nc2cccc(F)c2)nc2c([nH]c3ccccc32)c1=O
  A = 4; B = -1; C = 7; D = -5; E = 2; F = 102; G = -2.4; H = -1; I = -0.4
COC(=O)C(N)Cc1ccc(O)cc1 (stereo not drawn)
  A = -1; B = 10; C = 5; D = 0; E = -1; F = 93; G = -0.6; H = 0; I = 0.1
Cc1cc(C(C)(C)C)cc(C)c1Cn1c2[n+](c3ccc(C(F)(F)F)cc31)CCCCC2
  A = -1; B = 3; C = 3; D = 2; E = -14; F = 87; G = 1.9; H = -20; I = 0.2
N#Cc1cnc2sc3ccccc3n2c1=N
  A = -3; B = 23; C = 5; D = -1; E = 3; F = 96; G = -0.6; H = -3; I = -0.1
Cc1cc(C)cc(NC(=O)CSc2nnc(CNC(=O)c3ccco3)o2)c1
  A = -9; B = -5; C = -2; D = 1; E = -2; F = 112; G = .; H = 4; I = -0.1
Cc1cccc(CS(=O)(=O)Cc2ccc(C(=O)NCC3CCCO3)o2)c1 (stereo not drawn)
  A = 8; B = -8; C = 7; D = 4; E = 4; F = 104; G = 2.0; H = 2; I = 0.1
CSc1nnc2n(-c3ccccc3)c(=O)c3c4c(sc3n12)CCC4
  A = -3; B = -6; C = -4; D = -1; E = -6; F = 117; G = .; H = -11; I = 0.2
COCCSc1nnc(NC(=O)C2CCCCC2)s1
  A = 2; B = -1; C = -9; D = 0; E = 0; F = 87; G = 2.2; H = -2; I = 0.3
CC(C)CNC(=O)c1cccc(NC(=O)Cc2ccc(Cl)cc2)c1
  A = 3; B = -1; C = -9; D = 0; E = 5; F = 106; G = 2.3; H = 5; I = 0.0
O=C1NC[C@@H](Cc2cccc3ccccc23)N(CCC23CC4CC(CC(C4)C2)C3)C1=O
  A = -2; B = 10; C = 6; D = -8; E = 5; F = 92; G = -1.4; H = 4; I = -0.2
Cc1c(S(=O)(=O)Nc2cccc(Cl)c2)c(=O)n(C)c(=O)n1C
  A = 2; B = -6; C = -3; D = 2; E = -2; F = 99; G = 1.2; H = -3; I = -0.1
COc1ccccc1N=c1c2c([N+](=O)[O-])cc([N+](=O)[O-])cc2n(O)n1-c1ccccc1OC
  A = 0; B = -8; C = -4; D = -3; E = 1; F = 102; G = -0.7; H = -3; I = 0.0
CCCCC(=O)Nc1ccccc1N1CCOCC1
  A = 6; B = 9; C = 11; D = -2; E = 5; F = 98; G = -3.1; H = -1; I = -0.1
Cn1nnnc1SCC(=O)Nc1ccccc1N1CCCCC1
  A = -2; B = 16; C = -3; D = -1; E = -3; F = 108; G = 1.0; H = -5; I = 0.1
CS(=O)(=O)N(CC(=O)NCCSCc1cccc(Cl)c1)c1ccccc1F
  A = 1; B = -9; C = -15; D = 1; E = -1; F = 94; G = -0.3; H = 7; I = 0.1
